HKDC1 inh: HKDC1 hexokinase inhibitors, primary screen, biochemical, fluorescence, uHTS; Q2TB90; recombinant HKDC1, G6PDH/diaphorase resazurin coupled fluorescence; inhibition, % at 20 µM; hit rate 0.16% among 340,000;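 active = inhibition above about 35% when tested at 20 µM, limit read from the data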;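 note: plate controls were DMSO wells with enzyme for no effect and DMSO wells lacking enzyme for full effect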
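Test system: recombinant HKDC1 (HK5) hexokinase enzyme, produced in-house; Amount: enzyme 5 µg/mL final; Buffer or medium: Tris pH 8.0 buffer with MgCl2, Tween-20, BSA, BME; Reagent: glucose and ATP substrates; Doses: 20 µM test compound, 1% DMSO; Incubation: 90 min reaction incubation at room temperature, dark; Detection: resorufin fluorescence at 613 nm.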
SENP6 inh: SENP6 protease inhibitors, primary screen, biochemical, luminescence, uHTS | Sentrin-specific protease 6 (Homo sapiens), Q9GZR1 | Recombinant SENP6 catalytic domain, aminoluciferin luminescence | inhibition, % at 10 µM | hit rate 1.8% among 330,000;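 active = inhibition above about 50% at the single tested dose, limit read from the data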;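 note: plate controls were DMSO wells with enzyme for no effect and DMSO wells lacking enzyme for full effect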
PfG6PD inh: PfG6PD enzyme inhibitors, primary screen, biochemical, fluorescence intensity, uHTS; glucose-6-phosphate dehydrogenase-6-phosphogluconolactonase (Plasmodium falciparum 3D7); PfGluPho enzyme, NADPH resazurin-diaphorase fluorescence; inhibition, % at 20 µM; hit rate 0.78% among 350,000; AID 504690, 2011;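 active = inhibition reaching at least a set limit at 20 µM in the primary screen, cut at about 59% in these data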;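 note: 0% = DMSO wells with substrate and 100% = DMSO wells lacking glucose-6-phosphate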
SENP1 inh: human SENP1 catalytic domain inhibitors, primary screen, biochemical, FRET, uHTS; Sentrin-specific protease 1 (Homo sapiens), Q9P0U3; recombinant SENP1 catalytic domain, CyPet-SUMO1-YPet FRET cleavage; inhibition, % at 10 µM; hit rate 0.21% among 360,000;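 active = inhibition at least 30% at 10 µM, raw YFP signal under a set limit, fluorescence ratio 0.5 to 1.5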;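 note: 0% = enzyme with DMSO and 100% = no enzyme wells; some results filed as inactive read as strong as hits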
Target sequence (Q9P0U3 419-644 limits assumed): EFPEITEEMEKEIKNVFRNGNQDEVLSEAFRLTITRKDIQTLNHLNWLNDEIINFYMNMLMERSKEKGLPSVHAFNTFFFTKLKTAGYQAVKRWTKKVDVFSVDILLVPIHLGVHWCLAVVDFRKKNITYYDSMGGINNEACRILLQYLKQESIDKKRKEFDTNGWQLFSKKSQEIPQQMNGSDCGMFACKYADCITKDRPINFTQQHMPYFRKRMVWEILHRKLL
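Test system: recombinant human SENP1 catalytic domain, His6-tagged / Medium: pH 8 Tris buffer with EDTA, NaCl, BME, BSA, NP40, catalase / Also added: SUMO1 FRET substrate flanked by Cypet and Ypet, 25 nM / Times: 50 min reaction at room temperature / Signal: FRET, CFP and YFP emission / Control set: no-enzyme low control and enzyme-plus-DMSO high control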
Apaf-1 inh: inhibitors of human Apaf-1 apoptosome, primary screen, biochemical, DEVD-Rh110 fluorescence, uHTS | AID 489030, 2010 | inhibition, % at 20 µM | hit rate 0.71% among 330,000 | reconstituted apoptosome caspase-3 activity; active = inhibition of at least 40% at 20 µM;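 note: plate controls were DMSO wells for no effect and DEVD-CHO caspase inhibitor wells for full effect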
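System: reconstituted apoptosome with Apaf-1, cytochrome c, caspase-9, procaspase-3, dATP; Signal: Rh110 fluorescence intensity; Schedule: 30 min compound preincubation, 50 min activation, room temperature; Reagent: cytochrome c trigger plus (Z-DEVD)2-Rh110 caspase-3 substrate.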
SENP8 block-1: human SENP8 protease inhibitors, primary screen, biochemical, fluorescence, Nedd8 protein substrate, uHTS; Sentrin-specific protease 8 (Homo sapiens), Q96LD8; recombinant SENP8; inhibition, % at 20 µM; hit rate 0.64% among 360,000; AID 602440, 2012; in the data active = inhibition mostly above about 40%, no sharp cut-off; inactive = mostly below about 27%
Target sequence (Q96LD8 whole entry, looked up): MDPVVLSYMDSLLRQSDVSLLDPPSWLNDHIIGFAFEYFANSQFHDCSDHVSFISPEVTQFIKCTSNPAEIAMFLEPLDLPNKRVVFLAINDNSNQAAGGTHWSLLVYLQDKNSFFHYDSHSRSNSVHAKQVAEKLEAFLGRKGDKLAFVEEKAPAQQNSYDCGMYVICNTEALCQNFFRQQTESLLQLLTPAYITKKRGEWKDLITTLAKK
SENP7 inh: SENP7 protease inhibitors, primary screen, biochemical, luminescence, uHTS. recombinant SENP7, Z-RLRGG-aminoluciferin luminescence, 40 min. AID 434973, 2010. Sentrin-specific protease 7 (Homo sapiens), Q9BQF6. hit rate 1.5% among 330,000. inhibition, % at 5 µM;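 active = inhibition above about 50% at the single test dose, limit read from the data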;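 note: plate controls were DMSO with enzyme for no effect and no enzyme buffer wells for full effect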
Target sequence (Q9BQF6 706-1050 limits assumed): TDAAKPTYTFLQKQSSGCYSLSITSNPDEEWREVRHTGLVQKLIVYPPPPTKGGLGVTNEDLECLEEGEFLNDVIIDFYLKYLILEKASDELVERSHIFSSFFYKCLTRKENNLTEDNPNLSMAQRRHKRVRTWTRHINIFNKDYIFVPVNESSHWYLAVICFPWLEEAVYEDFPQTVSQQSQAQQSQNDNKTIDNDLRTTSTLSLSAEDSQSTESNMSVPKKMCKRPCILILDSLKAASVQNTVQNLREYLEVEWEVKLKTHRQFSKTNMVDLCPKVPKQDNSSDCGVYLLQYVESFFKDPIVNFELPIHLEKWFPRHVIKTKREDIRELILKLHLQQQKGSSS
SENP8 block-2: SENP8 protease inhibitors, primary screen, biochemical, luminescence | purified SENP8, Z-RLRGG-aminoluciferin cleavage | AID 2540, 2010 | inhibition, % at 10 µM | hit rate 1.2% among 330,000 | Sentrin-specific protease 8 (Homo sapiens), Q96LD8; in the data active = inhibition above about 50%
The depositor's hits bear a star; . = no result given.

Results follow in this order: HKDC1 inh	SENP6 inh	PfG6PD inh	SENP1 inh	Apaf-1 inh	SENP8 block-1	SENP7 inh	SENP8 block-2
[1] Cc1ccc(CNC(=O)C2(NC(=O)Nc3ccc(C)cc3)CCCCC2)cc1
  1	-5	-17	3	-3	13	-5	0
[2] CN(C(=O)CSc1nnc(-c2cccnc2)n1-c1ccccc1F)C1CCS(=O)(=O)C1 (configuration not stated)
  -3	-2	0	1	-5	11	2	8
[3] O=C(C[n+]1ccc(C(=O)NCc2ccccc2)cc1)c1ccc(OC(F)F)cc1
  -3	-3	7	-11	4	4	1	-8
[4] Cc1onc(-c2ccccc2)c1C(=O)N/N=C/c1cc(Br)c(O)c(Br)c1
  3	-6	-4	-3	2	-345	-1	-6
[5] C=CCn1c(SCC(=O)Nc2cc(C)ccc2OC)nnc1-c1ccco1
  -2	4	11	0	17	28	-8	2
[6] O=C(Nc1cccc(-c2nc3cccnc3s2)c1)c1ccco1
  -1	5	3	-1	7	-30	13	-8
[7] CCCCCCSc1nnc(N)s1
  -4	-13	-11	0	-2	9	4	1
[8] CC1CC(C(F)(F)F)n2ncc(C(=O)O)c2N1 (configuration not stated)
  -2	-13	3	1	-4	7	2	3
[9] O=c1[nH]cc(F)c(=O)[nH]1
  -7	.	-12	1	.	8	.	.
[10] Cn1c(=O)c2c(nc(N3CCN(c4ccccc4)CC3)n2CCCc2ccccc2)n(C)c1=O
  -3	-15	-9	0	31	11	-8	-14
[11] O=C(c1ccc(-c2ccccc2Cl)o1)N1CCN(c2ccccc2O)CC1
  2	16	10	0	28	2	0	4
[12] O=C1c2ccccc2NC(c2ccccc2)N1c1ccc(O)cc1 (configuration not stated)
  -9	-6	-13	0	-15	-271	5	8
[13] CCOc1cc(N2CCOCC2)c(OCC)cc1NC(=O)C1=NN(c2cccc(C)c2)C(=O)CC1
  -1	-5	13	2	20	12	-3	-3
[14] CN(CCc1ccccn1)C(=O)CN(C)S(=O)(=O)c1ccc2c(c1)c(=O)n(C)c(=O)n2C
  -9	-1	-10	2	5	19	-8	-2
[15] CN1CC(c2ccc(C#N)cc2)C2(COc3ccccc3C2=O)C12C(=O)Nc1ccccc12 (configuration not stated)
  1	-17	18	3	24	1	2	6
[16] COc1ccc(CCN2CNc3c(c(=O)n(C)c(=O)n3C)C2)cc1
  -1	11	-12	-1	-6	0	1	6
[17] Nc1cc(Cl)ccc1N1CCOCC1
  2	4	2	0	15	24	1	3
[18] CC(C)(C)NS(=O)(=O)c1ccc(NS(=O)(=O)Cc2ccccc2)cc1
  -13	-8	-14	1	-8	18	-2	-6
[19] CC(C)C(=O)Nc1nnc(SCC(=O)NCc2ccc3c(c2)OCO3)s1
  0	-2	-32	-61	4	3	0	-3
[20] Cc1ccc2c(c1)C1CN(C)CCC1N2C(=O)c1cccc(S(=O)(=O)N(C)C)c1 (configuration not stated)
  -11	-21	1	3	-5	14	-6	-11
[21] O=C(CC1CCCC1)Nc1cc(S(=O)(=O)N2CCOCC2)ccc1O
  -4	-6	57	-1	-3	9	2	6
[22] CC1CCCN(S(=O)(=O)c2coc(C(N)=O)c2)C1 (configuration not stated)
  -6	10	-4	2	-2	11	6	-2
[23] CCOC(=O)c1cc2sc(C)cc2n1CC(=O)N1CCOCC1
  -3	-5	-4	3	-1	10	-9	-8
[24] O=C(COc1ccccc1)N/N=C/c1ccc2c(c1)OCO2
  -7	-1	-9	2	5	-1	7	-1
[25] CC12CCC(=O)N1C(C(=O)NNC(=O)c1ccccc1)CS2 (configuration not stated)
  -6	-11	-1	-1	4	3	-6	-4
[26] COc1c(C(=O)Nc2ccc3[nH]c(=O)[nH]c3c2)cc2ccccc2c1Br
  -9	-8	-14	-38	-2	-42	8	7
[27] CCOc1ccc(NC(=O)NCc2ccccn2)cc1
  -2	-15	10	0	5	4	-11	-10
[28] COc1ccc(CNS(=O)(=O)NCc2ccc(C)cc2)cc1OC
  -7	-17	2	3	5	-2	4	-4
[29] COc1cc(O)c(CCC(=O)c2ccc(OC)c(OC)c2)c(OC)c1
  5	-15	-6	0	3	8	-13	-9
[30] CN(C)c1ccc(C2(O)C(=O)c3ccccc3C2=O)cc1
  0	6	5	0	-6	6	6	4

Random excerpt: 2 records from the list
Results follow in this order: HKDC1 inh	SENP6 inh	PfG6PD inh	SENP1 inh	Apaf-1 inh	SENP8 block-1	SENP7 inh	SENP8 block-2
[14] CN(CCc1ccccn1)C(=O)CN(C)S(=O)(=O)c1ccc2c(c1)c(=O)n(C)c(=O)n2C
  -9	-1	-10	2	5	19	-8	-2
[29] COc1cc(O)c(CCC(=O)c2ccc(OC)c(OC)c2)c(OC)c1
  5	-15	-6	0	3	8	-13	-9

Values by screen from above:
Apaf-1 inh, entries 25–29, in order: 4, -2, 5, 5, 3
SENP8 block-1, entries 25–29, in order: 3, -42, 4, -2, 8
SENP1 inh, entries 25–29, in order: -1, -38, 0, 3, 0

Structural class: those above with a furan ring, fused or not
Results follow in this order: HKDC1 inh	SENP6 inh	PfG6PD inh	SENP1 inh	Apaf-1 inh	SENP8 block-1	SENP7 inh	SENP8 block-2
[5] C=CCn1c(SCC(=O)Nc2cc(C)ccc2OC)nnc1-c1ccco1
  -2	4	11	0	17	28	-8	2
[6] O=C(Nc1cccc(-c2nc3cccnc3s2)c1)c1ccco1
  -1	5	3	-1	7	-30	13	-8
[11] O=C(c1ccc(-c2ccccc2Cl)o1)N1CCN(c2ccccc2O)CC1
  2	16	10	0	28	2	0	4
[22] CC1CCCN(S(=O)(=O)c2coc(C(N)=O)c2)C1 (configuration not stated)
  -6	10	-4	2	-2	11	6	-2

Next structures.
Results follow in this order: HKDC1 inh	SENP6 inh	PfG6PD inh	SENP1 inh	Apaf-1 inh	SENP8 block-1	SENP7 inh	SENP8 block-2
[31] Cc1occc1C(=O)N1CCCc2ccccc21
  -2	0	5	-2	-5	8	3	6
[32] O=C(O)c1ccc(Cn2cnc3cccnc32)cc1
  2	-8	19	-8	-3	-20	-1	3
[33] CC(C)[C@@H](C(=O)O)N(Cc1cccc(CN([C@H](C(=O)O)C(C)C)S(C)(=O)=O)c1)S(C)(=O)=O
  -7	-16	-10	0	7	10	-13	-11
[34] Cc1cccc2c(=O)cc(C)n(Cc3ccccc3)c12
  0	24	12	2	-1	22	10	-1
[35] Cn1cccc1-c1cc(C(=O)N/N=C/c2ccc(Cl)cc2)[nH]n1
  2	-16	-8	3	9	11	-3	3
[36] COCCN1CCN(C(=O)C2CCC(=O)N(CCc3ccccc3)C2)CC1 (configuration not stated)
  -5	-8	-2	1	-9	-1	19	-1
[37] CC(=O)Nc1ccc(C(=O)OCC(=O)c2ccc(C)c([N+](=O)[O-])c2)cc1
  -1	-18	-2	2	19	15	-10	-9
[38] CN(C(=O)CCN1C(=O)C(C)(C)Nc2ccccc21)c1ccccc1
  -3	-6	-2	0	-21	36	-2	-5
[39] CC(C)CNC(=O)c1noc2c1CCCC2
  1	1	-7	1	6	11	2	2
[40] CCN(Cc1ccccc1)C(=S)Nc1cc(C(=O)OC)ccc1C(=O)OC
  -2	-2	1	-24	18	-287	-5	-9
[41] CCn1c(Cc2cccs2)nnc1SCC(=O)NC1CC1
  -2	7	-1	1	-10	10	4	1
[42] CC1(c2ccccc2Cl)NC(=O)N(CC(=O)NCc2ccco2)C1=O (configuration not stated)
  -15	-11	-8	-1	2	0	-4	8
[43] CC1CCN(Cc2c(C(=O)N/N=C/c3cc(Cl)ccc3O)nnn2-c2nonc2N)CC1
  -14	-5	-6	-5	6	-2	-5	-1
[44] CCC(CC)N1CCN(CCc2ccccc2)C(CCO)C1 (configuration not stated)
  -8	1	-10	-1	9	6	-2	-1
[45] O=C(Nc1cnccn1)Nc1cccc(Cl)c1Cl
  -15	5	4	0	-1	7	-23	-12
[46] CN(C)S(=O)(=O)c1cc(NC(=O)CN2CCOCC2)ccc1Cl
  -4	-4	-4	0	-4	3	2	5
[47] COc1ccccc1-c1cc(C(F)(F)F)c(C#N)c(=O)[nH]1
  3	-21	-13	-43	5	-374	-6	-3
[48] CCOc1ccc(C(=O)NCC(=O)N2CCc3ccccc3C2)cc1OCC
  2	-17	-7	1	0	11	-4	-4
[49] COc1cccc(CNC(=O)C2CCN(S(=O)(=O)c3cnc[nH]3)CC2)c1
  -2	1	-15	2	0	17	3	2
[50] O=C(CN1c2ccccc2S(=O)(=O)c2ccccc21)Nc1ccccc1F
  -1	-7	2	1	4	-27	-4	2
[51] CCC(=O)N1CCC2(CC1)Oc1ccc(F)cc1C(=O)C21CC(c2ccc(Cl)cc2)=NO1 (configuration not stated)
  3	-24	11	-2	11	15	-3	-16
[52] COc1ccc(C(=O)OCC(=O)NCc2ccco2)cc1S(=O)(=O)N1CCN(c2cccc(Cl)c2)CC1
  3	1	-4	2	18	19	3	-1
[53] CN1CCN(CC(O)COc2ccccc2)CC1 (configuration not stated)
  -4	-13	6	1	2	11	-14	-6
[54] CCO[C@H]1OC(C(=O)N2CCOCC2)=C[C@@H](C2CC2)[C@@H]1CCCO
  -3	-10	3	1	-5	-2	-4	-11

Screens deposited in PubChem by Sanford-Burnham Center for Chemical Genomics.

Rows are unselected. Share with any hit: about 3.6%.
